Bioassay records (PubChem)
EWS-Fli block – EWS/Fli-driven NR0B1 reporter inhibitors, primary screen, A673 cells, NR0B1 luciferase, luminescence, MLPCN library; hit rate 0.67% among 350,000; viability-normalised; inhibition, % at 12.6 µM;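 active = mean inhibition of at least 50% after viability correction, with every replicate also passing that limit; inconclusive = mean reaches 50% but only one of two replicates passes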;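 also: firefly luciferase signal divided by Alamar Blue viability fluorescence both relative to DMSO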
ARNT TACC3 PPI – disruptors of ARNT/TACC3 protein interaction, primary screen, biochemical, AlphaScreen, single concentration; hit rate 0.66% among 390,000; Transforming acidic coiled-coil-containing protein 3 (Homo sapiens), Q9Y6A5; inhibition, % at 9.99 µM; AlphaScreen His-ARNT PAS-B/GST-TACC3 binding, luminescence; TACC3 fragment carries E629A point mutation;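 active = mean inhibition of replicates at least 50% and at least half of replicates each reaching 50%; inconclusive = half or more replicates reach 50% but mean below 50%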;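 also: 0% = complete ARNT plus TACC3 wells and 100% = ARNT alone without TACC3; many hits fall short of the cut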
DENV2 CPE – inhibitors of DENV2 cytopathic effect, primary screen, cell-based, plate reader, single concentration; AID 651640, 2012; CPE inhibition, % at 9.99 µM; DENV2-infected cells, cytopathic effect rescue; hit rate 1.7% among 350,000; in the data active = CPE inhibition above about 20%, passing the limit was not always enough; inconclusive = no clear call, values can overlap the other calls; tested in BHK-21 cells;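 also: 0% = median of neutral control wells and 100% = median of positive control wells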
PAX8 reporter – inhibitors of PAX8-driven TPO luciferase reporter, primary screen, RMG-I cells, single concentration; hit rate 1.2% among 360,000; inhibition, % at 12.6 µM; SteadyGlo, 24 h;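 active = mean replicate inhibition at least 60% with every replicate also reaching 60%; inconclusive = only one of the two criteria is met; inactive = mean below 60% and not all replicates reaching 60%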;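 also: luciferase light reporting Pax8 driven TPO promoter activity; plate controls were median of neutral control wells for no effect and mitoxantrone controls for full effect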
LGR2 inh – inhibitors of bursicon-induced LGR2 CRE-luciferase signal, primary screen, cell-based, HEK293, CRE-luciferase reporter, bursicon stimulation; Drosophila bursicon receptor LGR2 (rickets); bursicon-stimulated, 4 h; inhibition, % at 9.99 µM; hit rate 0.35% among 380,000; AID 720647, 2013;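 active = drop in luminescence signal, shown as inhibition above about 50% in the replicate tests, limit read from the data, passing the limit was not always enough; inconclusive = probably only some replicates passing the limit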;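 also: agonist challenge used bursicon conditioned medium at about half maximal strength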
CASP6 VEID inh – human caspase-6 inhibitors, primary screen, biochemical, VEID-R110 fluorescence, single point, set 2 | P55212 | hit rate 0.53% among 350,000 | purified caspase-6, Z-VEID-R110 cleavage fluorescence | inhibition, % at 12.5 µM;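 active = mean inhibition across replicates at least about 35%, with every replicate also reaching that limit, limit read from the data; inconclusive = only one of the two criteria met; inactive = neither criterion met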;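 also: 0% = median of neutral control wells and 100% = no fluorescence left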
Target sequence (P55212 24-179 limits assumed): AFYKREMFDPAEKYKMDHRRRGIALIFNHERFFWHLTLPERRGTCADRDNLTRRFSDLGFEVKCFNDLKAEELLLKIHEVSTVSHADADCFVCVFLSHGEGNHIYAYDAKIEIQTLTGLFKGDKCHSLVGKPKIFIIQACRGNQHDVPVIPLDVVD
Target sequence (P55212 194-293 limits assumed): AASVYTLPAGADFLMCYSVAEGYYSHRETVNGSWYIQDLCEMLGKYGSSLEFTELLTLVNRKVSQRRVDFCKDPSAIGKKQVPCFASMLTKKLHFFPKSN
SIRT5 block – SIRT5 desuccinylase inhibitors, primary screen, biochemical, fluorescence imaging, single point, set 5; Purified SirT5, succinyl-peptide AMC, trypsin-coupled fluorescence; inhibition, % at 15 µM; hit rate 1.1% among 330,000; in the data active = inhibition above about 15%; inconclusive = no clear call, values can overlap the other calls
Target sequence (Q9NXA8 whole entry, looked up): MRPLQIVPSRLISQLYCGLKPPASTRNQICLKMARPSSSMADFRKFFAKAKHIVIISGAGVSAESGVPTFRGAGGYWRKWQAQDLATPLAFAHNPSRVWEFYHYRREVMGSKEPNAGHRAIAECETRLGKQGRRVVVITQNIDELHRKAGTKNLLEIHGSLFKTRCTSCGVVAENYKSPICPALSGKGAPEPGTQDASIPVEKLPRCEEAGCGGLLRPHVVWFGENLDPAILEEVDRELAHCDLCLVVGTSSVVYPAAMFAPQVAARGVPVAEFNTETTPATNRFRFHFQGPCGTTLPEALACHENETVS
Numbers without * were called inactive; ? = inconclusive; . = not tested or not shown. Rows are unselected; 4.9% or so of the library scored in one or more.

compound	EWS-Fli block	ARNT TACC3 PPI	DENV2 CPE	PAX8 reporter	LGR2 inh	CASP6 VEID inh	SIRT5 block
C[C@H](CO)N1C[C@H](C)[C@@H](CN(C)C)Oc2cc(C#CCC3CCCC3)ccc2S1(=O)=O	?	7.5	-1.4	.	3.6	0.5	-0.8
O=C(CN1CCc2ccccc2C1)Nc1cccc(S(=O)(=O)N2CCOCC2)c1	1.1	5.7	-15.7	3.9	11.8	2.7	0.6
O=C(NC(=S)NNS(=O)(=O)c1ccccc1)c1ccc([N+](=O)[O-])cc1	.	-2.5	.	27.0	4.1	.	.
S=C(NCc1ccc(Cl)cc1)N1CCN(c2ccccn2)CC1	8.1	-3.9	1.8	13.2	-8.4	-0.6	-5.6
O=C(CCc1ccccc1)N/N=C/c1cc(Br)ccc1O	12.4	-3.5	-7.2	27.2	29.8	0.7	-1.3
O=C(C(=O)N1CCN(C(=O)c2ccco2)CC1)c1cc2ccccc2o1	5.3	.	-4.4	9.6	-9.5	3.9	1.8
O=C(NC1CC1)c1cccc(NC(=O)c2cnn(-c3ccccc3)n2)c1	-18.2	2.7	.	-17.6	-11.9	-4.1	-0.8
CCOc1ccc(C(=O)NC(=S)NCCCN2CCOCC2)cc1	.	-9.6	-2.7	1.7	-11.2	-2.8	-0.1
COC(=O)C1CSC(C(=O)OC)N1C(=O)CN1CCN(c2ccccc2)CC1 (stereo unspecified)	2.5	-29.5	-4.0	-18.9	8.3	-0.9	-1.8
COc1ccccc1-n1c(SCC(=O)Nc2cc(C)on2)nc2c(c1=O)SCC2	-5.4	6.7	.	5.0	18.0	-0.1	-6.1
O=C(Nc1cccc(NC(=O)c2ccccc2F)c1)c1ccccc1	-8.1	-14.2	-3.5	-18.8	-12.0	-3.0	-2.3
O=C(Nc1ccccc1F)N1CCCCN2[C@@H](CO)[C@@H](c3ccc(-c4cccnc4)cc3)[C@@H]2C1	.	-0.7	-0.7	-13.0	-2.7	2.5	-1.4
C[C@@H]1CCCCO[C@@H](CN(C)S(=O)(=O)c2cccs2)[C@@H](C)CN([C@@H](C)CO)C(=O)c2cc(NC(=O)CCCN(C)C)ccc2O1	1.2	7.9	-7.1	.	-9.1	-1.8	-4.5
COc1ccccc1-c1coc2c(CN(C)C)c(O)ccc2c1=O	4.8	-14.0	-0.2	5.7	-3.4	-10.3	-20.1
O=C(C[C@@H]1CC[C@H]2[C@@H](COC[C@H](O)CN2S(=O)(=O)c2cccc(F)c2)O1)NCCCN1CCOCC1	4.1	2.2	-14.5	-18.3	4.9	-30.0	-4.4
O=C(COC(=O)c1cc(=O)c2ccccc2o1)Nc1cc(Cl)ccc1Cl	-2.8	.	-1.5	4.1	-1.0	-3.0	-0.9
O=C(COc1ccccc1)NCC(=O)Nc1cccc2ccccc12	.	-3.2	.	21.4	-5.3	.	.
CCOc1ccc(S(=O)(=O)N2Cc3ccccc3CC2C(=O)O)cc1 (stereo unspecified)	17.6	13.8	5.6	32.7	3.5	0.2	-7.0
CCOc1cc(/C=N/NC(=O)C(C)Sc2ccccn2)ccc1O (stereo unspecified)	.	24.7	.	0.3	-18.9	.	.
COc1ccc(S(=O)(=O)N(C)C[C@H]2Oc3ccc(NC(=O)Nc4cccc5ccccc45)cc3CC(=O)N([C@H](C)CO)C[C@@H]2C)cc1	-1.3	.	-4.6	.	13.8	0.2	7.9
CSc1nc(Cc2ccccc2)nc2ccccc12	5.8	-1.1	.	2.1	-9.4	0.0	-7.5
Cc1cc(C)c(C(=O)CSc2nnc(C)s2)c(C)c1	-7.6	-1.7	8.4	-1.7	6.4	2.5	-5.8
C[C@@H]1CN([C@H](C)CO)C(=O)c2cc(NC(=O)Nc3ccc4c(c3)OCO4)ccc2O[C@H]1CN(C)C(=O)Nc1ccc2c(c1)OCO2	-17.0	-7.7	-3.9	-1.2	-14.5	1.8	2.1
O=C(Nc1cccc(Cl)c1Cl)c1csc([C@H]2C[C@H](O)[C@@H](CO)O2)n1	-68.1	.	-2.4	.	-60.2	-0.4	1.0
Cc1cc(C)cc(C(=O)OCC(=O)NCc2ccco2)c1	6.1	-2.3	-9.0	-8.9	.	51.1*	1.3
COc1cc(C2=NOC(C(=O)Nc3cccnc3)C2)cc(OC)c1OC (stereo unspecified)	1.8	.	2.7	-7.2	.	1.6	-5.1
COc1ccc(-c2cc(=O)c3cccc(CC(=O)O)c3o2)cc1	2.2	.	5.5	18.3	8.5	1.3	-111.1
CC(=O)NC(CC(=O)Nc1cccc(S(=O)(=O)N2CCOCC2)c1)c1ccccc1 (stereo unspecified)	7.7	-3.4	8.0	10.5	-6.5	1.7	-9.2
Cc1cc(CNC(=O)C2CCC(=O)N(Cc3ccccc3F)C2)on1 (stereo unspecified)	.	-4.0	-2.3	-3.1	-10.9	-5.7	-11.2
COc1ccc(NC(=O)CCCC(=O)NCCc2ccc(OC)c(OC)c2)cc1	0.2	-13.6	?	-6.1	-0.6	-0.4	-0.6
CCOC(=O)C1CCN(S(=O)(=O)c2ccc(CNC(=O)c3ccccc3)s2)CC1	5.6	-12.9	-7.1	19.0	-21.9	0.9	-9.4
C[C@@H]1CCCCO[C@H](CN(C)C)[C@H](C)CN([C@@H](C)CO)C(=O)c2cc(NS(=O)(=O)c3ccccc3)ccc2O1	15.7	-9.1	5.4	-7.1	6.5	-1.0	0.3
C[C@@H]1CN([C@@H](C)CO)C(=O)Cc2cc(NC(=O)Nc3ccc(C(F)(F)F)cc3)ccc2O[C@H]1CN(C)C(=O)NC1CCCCC1	38.5	.	-2.4	79.5*	13.3	-0.7	-1.4
CCC(C)n1c(SCC(=O)NC2CCCC2)nc2ccccc2c1=O (stereo unspecified)	8.5	-1.9	-9.7	8.4	-1.2	-2.0	-1.8
Cc1ccc(C)c(OCCC(=O)N(C)CC(=O)Nc2c(C)cccc2C)c1	-2.1	4.6	10.6	14.9	-9.2	-2.1	10.7
CC1(c2nc3ccccc3[nH]2)CCC(=O)N1Cc1ccc(F)cc1 (stereo unspecified)	1.7	.	-1.7	2.0	-1.9	1.5	-4.6
C[C@@H]1CCCCO[C@@H](CN(C)C(=O)CCCN(C)C)[C@H](C)CN([C@@H](C)CO)C(=O)c2cc(NC(=O)CCC(F)(F)F)ccc2O1	-9.8	-5.6	0.7	-36.0	16.1	-0.1	9.0
CS(=O)(=O)Nc1ccc2c(c1)[C@H]1C[C@@H](CC(=O)NCCc3ccccc3)O[C@@H](CO)[C@H]1O2	2.8	-0.1	3.9	14.0	-36.5	0.2	21.9*
Cc1ccc(OCC(=O)Nc2cccc3ccccc23)c([N+](=O)[O-])n1	-12.3	7.1	-1.9	23.6	16.4	1.8	-7.9
O=C(O)C1CCC1C(=O)Nc1nc(-c2ccc(Cl)s2)cs1 (stereo unspecified)	-4.1	.	3.9	-5.4	-0.2	0.5	3.2
COc1cc(NC(=O)Cn2cnc(S(=O)(=O)N3CCOCC3)c2)cc(OC)c1OC	.	-30.3	-6.4	-5.0	-3.4	0.5	1.9
CCCCC/C=N\NC(=O)Cc1ccc([N+](=O)[O-])cc1	-11.1	-0.7	0.8	-8.5	.	0.1	-0.1
COc1ccccc1C(=O)Nc1ccc2c(c1)C(=O)N(C)C[C@@H](OC)[C@H](C)CN(CC1CC1)[C@@H](C)CO2	-6.6	-3.6	5.8	-0.4	-5.4	2.8	3.9
C[C@@H]1CCCCO[C@H](CN(C)C(=O)c2ccccc2)[C@H](C)CN([C@H](C)CO)C(=O)c2cc(NC(=O)C3CCCCC3)ccc2O1	0.9	0.9	-9.2	1.0	2.3	0.5	6.3
Nc1ccn([C@@H]2O[C@H](C(=O)NCC(F)(F)F)[C@@H](O)[C@H]2O)c(=O)n1	-10.3	.	?	-8.6	14.4	0.9	0.1
CCCC(=O)Nc1ccc2c(c1)C(=O)N(C)C[C@@H](OC)[C@@H](C)CN(C(=O)c1cccnc1)[C@H](C)CO2	0.2	2.6	?	-2.1	-2.2	-3.5	-4.1
N#Cc1c(NC(=O)CSc2nc3ccccc3s2)sc2c1CCCC2	.	-3.6	.	18.4	4.8	.	.
COc1ccc(S(=O)(=O)Nc2ccc3c(c2)C(=O)N([C@H](C)CO)C[C@H](C)[C@H](CN(C)C(=O)Nc2c(C)noc2C)O3)cc1	2.9	-6.1	-6.6	.	6.0	-0.4	-1.5
CC1(C(=O)NCc2ccc3c(c2)OCO3)CCN1C(=O)C1(c2ccc(Cl)cc2)CC1 (stereo unspecified)	14.4	.	?	-6.0	6.1	3.3	-3.5
CCCCSc1nnc2c(n1)OC=Nc1ccccc1-2	-19.2	-2.9	-13.2	-7.1	-57.3	2.5	-1.1
O=C(NCC1CC1)[C@@H]1[C@@H](CO)[C@@H]2Cn3c(ccc(C4=CCCC4)c3=O)[C@@H]2N1Cc1ccccc1F	-2.8	19.7	5.3	.	4.7	3.7	0.5
COc1ccccc1-c1ccccc1[C@@H]1[C@@H](CO)N(C(=O)C2CCC2)[C@H]1C#N	-0.1	.	-10.5	25.9	7.7	-1.2	1.6
CC(=O)C1CCC2C3CCC4CC(=O)CCC4(C)C3C(C)(O)CC12C (stereo unspecified)	8.9	2.4	3.7	16.8	.	3.4	.
CCOC(=O)[C@@H]1[C@H]2COc3cc(OC)ccc3[C@H]2N2C(=O)N(c3ccc(C(F)(F)F)cc3)C(=O)[C@@]12C	-14.5	-7.2	.	-15.0	5.6	-4.9	.
COc1ccc(CNC(=O)C[C@@H]2C=C[C@H](NC(=O)Nc3ccc4c(c3)OCO4)[C@@H](CO)O2)cc1	-11.5	-10.7	-0.9	-28.7	-1.3	0.1	-1.1
O=C(NNC(=O)c1ccncc1)Nc1cccc([N+](=O)[O-])c1	4.9	-1.4	-2.4	2.3	3.6	-0.6	-0.6
CCOC(=O)C1=C(C)Nc2ccccc2N/C1=N\S(=O)(=O)c1ccccc1	1.5	-0.9	-13.3	11.2	8.6	7.2	2.2
CCOC(=O)COc1cc(O)c2c(=O)cc(-c3ccccc3)oc2c1	4.6	16.0	10.1	16.7	-13.7	2.9	-1.8
COc1ccccc1/C=C/CN1CCCC(CCC(=O)NCc2ccc(F)c(F)c2)C1 (stereo unspecified)	22.0	3.6	?	24.5	-12.8	-4.3	-4.2
C=CC1c2cc(OC)c(OC)cc2CC(C)N1Cc1ccc(OC)cc1 (stereo unspecified)	56.4*	28.3	-9.3	12.0	.	-4.2	2.1
CN(C)C(=O)c1ccc(-c2ccc([C@@H]3[C@@H](C#N)N(C(=O)C4CCCCC4)[C@H]3CO)cc2)cc1	3.8	18.0	.	9.7	2.3	-2.2	3.2
COc1ccc(N(CC(=O)N2CCCCC2)S(=O)(=O)c2ccccc2)c(OC)c1	-2.8	-0.1	-2.5	.	-12.7	-0.6	1.3

A portion of the results above:
compound	EWS-Fli block	ARNT TACC3 PPI	DENV2 CPE	PAX8 reporter	LGR2 inh	CASP6 VEID inh	SIRT5 block
CCOC(=O)C1CCN(S(=O)(=O)c2ccc(CNC(=O)c3ccccc3)s2)CC1	5.6	-12.9	-7.1	19.0	-21.9	0.9	-9.4
C[C@@H]1CCCCO[C@H](CN(C)C)[C@H](C)CN([C@@H](C)CO)C(=O)c2cc(NS(=O)(=O)c3ccccc3)ccc2O1	15.7	-9.1	5.4	-7.1	6.5	-1.0	0.3
C[C@@H]1CN([C@@H](C)CO)C(=O)Cc2cc(NC(=O)Nc3ccc(C(F)(F)F)cc3)ccc2O[C@H]1CN(C)C(=O)NC1CCCCC1	38.5	.	-2.4	79.5*	13.3	-0.7	-1.4
